mIDH1 inhibitor – qHTS for Inhibitors of mutant isocitrate dehydrogenase 1 (IDH1): qHTS; 390,000 compounds, 0.093% hits; AID 602179, 2012; Potency, µM (doses to about 76.6 µM), without a hit: at the highest dose activity change, negative = inhibition, hits mostly inhibitors; Isocitrate dehydrogenase [NADP] cytoplasmic (Homo sapiens), O75874; IDH1-R132H enzyme, NADPH consumption, diaphorase/resazurin fluorescence; note: potency is the fitted concentration of half-maximal effect; % is set by controls: 0 for no effect and ±100 for the full control effect; nearly all actives have a fitted effect of over 65% in size
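IDH1-R132H (0.5 ug/mL dispensed) in pH 7.5 Tris buffer was preincubated 30 min with compound, then given a substrate mix of 0.016 mM NADPH and 2 mM alpha-KG for 80 min at room temperature; remaining NADPH was read by diaphorase/resazurin fluorescence.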
USP1 inh – Inhibitors of USP1/UAF1: Primary Screen | Ubiquitin carboxyl-terminal hydrolase 1 (Homo sapiens), O94782 | recombinant USP1/UAF1, Ub-Rhodamine cleavage fluorescence | Potency, µM (top dose mostly 57.1 µM), inactives show at the highest dose activity change, negative = inhibition, usual class: inhibitors | 390,000 compounds, 0.23% hits; note: potency is the fitted concentration of half-maximal effect; % is set by controls: 0 for no effect and ±100 for the full control effect; nearly all actives have a fitted effect of over 60% in size; inactives centre near -12
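USP1/UAF1 complex (1 nM) preincubated 15 min at room temperature with compound, then Ub-Rho substrate (150 nM final) added. Kinetic fluorescence at 480/540 nm over 6 reads at 60 s intervals; 50 mM HEPES pH 7.8, 0.5 mM EDTA, 0.1 mg/ml BSA, 1 mM TCEP, 0.01% Tween-20.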
TRHR agonist – qHTS for Small Molecule Agonists and Allosteric Enhancers of Human TRH Receptor: Primary Screen for Agonists; Thyrotropin-releasing hormone receptor (Homo sapiens), P34981; TRHR cells, calcium flux fluo-8, FDSS agonist mode; activation, % at 2 µM; 360,000 compounds, 0.18% hits; AID 493084, 2011; in the data active = activation above about 30%; note: 0% is about no effect
Target sequence (P34981 whole entry, looked up): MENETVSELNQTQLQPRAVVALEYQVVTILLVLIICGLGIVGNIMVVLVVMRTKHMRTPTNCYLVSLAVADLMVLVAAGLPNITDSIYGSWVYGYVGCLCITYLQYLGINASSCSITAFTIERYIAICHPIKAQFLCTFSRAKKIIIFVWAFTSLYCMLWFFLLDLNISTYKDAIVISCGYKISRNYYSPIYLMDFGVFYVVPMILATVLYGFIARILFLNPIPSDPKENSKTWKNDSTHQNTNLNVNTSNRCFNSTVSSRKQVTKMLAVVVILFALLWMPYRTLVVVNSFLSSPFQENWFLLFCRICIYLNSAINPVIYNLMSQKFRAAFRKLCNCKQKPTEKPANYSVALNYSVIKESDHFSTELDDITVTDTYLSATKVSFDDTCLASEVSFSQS
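Steps: seed TRHR cells overnight; add fluo-8 no-wash Ca dye, RT 30 min–1.5 h; record 10 s baseline; pin-transfer compounds; monitor fluorescence 1 cycle/s for the agonist window. Calcium increases flag candidate agonists.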
rTrxR1 inhibitor – qHTS Assay for Inhibitors of Mammalian Selenoprotein Thioredoxin Reductase 1 (TrxR1): qHTS; Thioredoxin reductase 1, cytoplasmic (Rattus norvegicus), O89049; recombinant rTrxR1, NADPH fluorescence consumption, selenite substrate; 390,000 compounds, 1% hits; Potency, µM (top dose mostly 114 µM), without a hit: at the top dose activity change, negative = inhibition, hits mostly inhibitors; AID 588453, 2011; note: potency is the fitted concentration of half-maximal effect; % is set by controls: 0 for no effect and ±100 for the full control effect; nearly all actives have a fitted effect of over 65% in size
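Rat TrxR1 (90 nM in the dispensed reagent) was pre-reduced with 400 uM NADPH for 5 min at room temperature, then incubated with compound for 15 min. After 400 uM selenite was added, NADPH fluorescence (Ex 340/Em 450 nm) was followed for 8 min.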
TrxR1 substrate – qHTS Assay for Substrates of Mammalian Selenoprotein Thioredoxin Reductase 1 (TrxR1): qHTS; Thioredoxin reductase 1, cytoplasmic (Rattus norvegicus), O89049; purified TrxR1 substrate turnover, NADPH consumption readout; Potency, µM (doses to about 114 µM), without a hit: at the top dose activity change, negative = substrate turnover; 390,000 compounds, 0.01% hits; note: potency is the fitted concentration of half-maximal effect; % is set by controls: 0 for no effect and ±100 for the full control effect; nearly all actives have a fitted effect of over 50% in size
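Rat TrxR1, dispensed at 90 nM, was prereduced with 400 uM NADPH (final) for 5 min at ~22 deg C, then incubated with compound 15 min before 400 uM selenite. A first-read NADPH fluorescence drop versus no-compound background flagged substrates.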
Pin1 inh – qHTS Assay to Find Inhibitors of Pin1 | Pin1 FP peptide displacement, HiFluor488, 10 min | AID 504891, 2011 | Potency, µM (top dose mostly 115 µM), inactives show top-dose activity, negative = inhibition, actives largely listed as inhibitors | 390,000 compounds, 0.009% hits; active = well fitted inhibition curve with a large enough effect in the polarisation, with a control signal flat, not every such curve was filed as active; inconclusive = small, poorly fitted or top-dose-only effect, or effect the other way, or a change in a side signal; inactive = no such curve, though single readings can be large or run the other way; the % refers to the polarisation; note: potency is the fitted concentration of half-maximal effect; % is set by controls: 0 for no effect and ±100 for the full control effect
Target sequence (Q13526 whole entry, looked up): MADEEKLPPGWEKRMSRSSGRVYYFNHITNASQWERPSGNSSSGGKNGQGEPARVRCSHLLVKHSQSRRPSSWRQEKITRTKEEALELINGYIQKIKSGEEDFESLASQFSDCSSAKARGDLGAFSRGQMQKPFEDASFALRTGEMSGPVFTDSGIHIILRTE
D2 antagonist – HTS Assay for Allosteric Antagonists of the Human D2 Dopamine Receptor: Primary Screen for Antagonists. HEK293 TREx D2 cells, calcium flux, dopamine EC80. AID 485344, 2010. 340,000 compounds, 2% hits. inhibition, % at 10 µM. D(2) dopamine receptor (Homo sapiens), P14416; in the data active = inhibition above about 30%; note: 0% is about no effect
Target sequence (P14416 whole entry, looked up): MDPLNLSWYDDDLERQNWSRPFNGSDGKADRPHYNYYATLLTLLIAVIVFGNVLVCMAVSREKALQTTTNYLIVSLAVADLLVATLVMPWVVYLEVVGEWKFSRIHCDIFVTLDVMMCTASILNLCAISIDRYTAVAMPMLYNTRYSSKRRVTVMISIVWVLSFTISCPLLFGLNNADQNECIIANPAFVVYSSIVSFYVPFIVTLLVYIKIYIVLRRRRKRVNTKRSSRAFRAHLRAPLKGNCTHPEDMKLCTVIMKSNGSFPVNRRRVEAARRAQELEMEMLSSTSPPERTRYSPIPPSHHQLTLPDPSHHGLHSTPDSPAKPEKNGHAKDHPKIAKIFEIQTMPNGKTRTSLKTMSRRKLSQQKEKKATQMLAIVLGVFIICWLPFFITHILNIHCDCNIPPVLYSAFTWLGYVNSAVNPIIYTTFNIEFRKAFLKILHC
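Calcium mobilization kinetics were recorded at 1 s intervals in tetracycline-induced HEK293 T-REx D2 cells, first for 180 s after compound addition and then 180 s after EC80 dopamine.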
TRHR PAM – qHTS for Small Molecule Agonists and Allosteric Enhancers of Human TRH Receptor: Primary Screen for Enhancers. enhancement, % at 2 µM. TRHR cells, fluo-8 calcium fluorescence, EC20 TRH enhancement. Thyrotropin-releasing hormone receptor (Homo sapiens), P34981. 360,000 compounds, 0.66% hits. AID 493056, 2011; in the data active = enhancement above about 30%; note: 0% is about no effect
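Enhancer read-out: after compound pinning and an initial kinetic agonist-mode read, an EC20 of TRH (10 nM final) was injected and fluo-8 calcium signal (Ex 480/Em 530) followed at 1 s/cycle for 100 cycles in TRHR-expressing cells.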
D2 ag – HTS Assay for Allosteric Agonists of the Human D2 Dopamine Receptor: Primary Screen for Agonists; 340,000 compounds, 0.53% hits; D(2) dopamine receptor (Homo sapiens), P14416; HEK293 T-REx D2 cells, calcium flux agonist mode; activation, % at 2 µM; AID 485358, 2010;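 active = activation over 3 SD above normal in the single-dose calcium agonist read, cut at about 30% in these data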; note: 0% is about no effect
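Agonism scored from kinetic calcium signal (1 read/sec, 180 s) following compound pin transfer, after a 10 s baseline. Cells: HEK293 Trex line expressing inducible D2 receptor coupled to calcium, dye-loaded after overnight culture at 30 C.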
Active calls of the source: *; ? = inconclusive; nt = no result given; [ ] = remark or other dose. Unless noted, calls come from the whole dose curve; as a rule, active = well fitted inhibition curve with a large enough effect; inconclusive = small, poorly fitted or top-dose-only effect; inactive = no such curve, though single readings can be large or run the other way. Not all compounds are listed; count on the stated rates, not on these rows.

SMILES	mIDH1 inhibitor	USP1 inh	TRHR agonist	rTrxR1 inhibitor	TrxR1 substrate	Pin1 inh	D2 antagonist	TRHR PAM	D2 ag
COc1ccc(C(=O)Nn2c(SCC(=O)NCC3CCCO3)nc3ccccc3c2=O)cc1 (configuration not stated)	-1%	-3%	1.0	6%	3%	4%	12	-3	0.2
Cc1nc(Cl)cc(N/N=C/c2ccc(O)cc2)n1	-2%	-20%	-0.6	5%	-4%	1%	-1	-6	-0.3
CC(C)[C@H](NC(=O)c1ccccc1Cl)C(=O)OCc1cc([N+](=O)[O-])cc2c1OCOC2	6%	-6%	0.1	-17%	0%	-29%	nt	0	nt
NC(=O)COC(=O)c1c2c(nc3ccccc13)CCCC2	-2%	2%	0.9	26%[57.1 µM]	6%[57.1 µM]	-1%	-11	4	1.6
COc1ccc(CCNC(=O)C/C(C)=N/NC(=O)COc2ccc(C)cc2Br)cc1OC	16%	-22%	0.3	11%[57.1 µM]	0%[57.1 µM]	-16%	8	-3	-0.4
COCCNC(=O)c1cnn(-c2ccc(C)cc2C)c1C1CCN(C(=O)OC(C)(C)C)CC1	0%	-13%	0.7	12%	1%	2%	nt	-6	0.2
Cn1ncc2nc(SCC(=O)Nc3ccc(Br)cc3F)n(Cc3ccccc3)c(=O)c21	-2%	-12%	3.3	19%	-2%	3%	nt	6	nt
COc1ccc(CCN(Cc2nc3ccccc3c(=O)[nH]2)C(=O)c2ccco2)cc1OC	4%	-9%	0.0	8%	3%	4%	-11	7	0.3
CC(C)C1C(C#N)=C(N)Oc2n[nH]c(-c3cccs3)c21 (configuration not stated)	-2%	-10%	0.5	6%	0%	-14%	-10	-5	-0.9
COc1ccc(C2NCCn3cccc32)cc1 (configuration not stated)	7%	-15%	1.3	-14%	4%	14%	nt	-3	nt
CCC(NC(=O)c1cc(COc2cc(C)c(Cl)c(C)c2)on1)c1ccncc1 (configuration not stated)	-4%	-22%	3.4	24%	-2%	7%	0	-1	0.3
Cn1c(=O)c2c(SCC(=O)N3CCN(c4ccccc4)CC3)nc(C3CC3)nc2n(C)c1=O	-7%	0%	-2.8	4%[57.1 µM]	7%[57.1 µM]	6%	1	0	-0.1
COC(=O)CC1=NN(c2ccccc2)C(=O)/C1=C\c1ccc(OC)cc1	-8%	0%	1.8	-34%	-4%	-1%	56*	2	3.4
COc1ccc(-c2nnc(SCC(=O)NCC3CCCO3)n2C)cc1 (configuration not stated)	3%	-20%	0.0	14%	4%	2%	-6	5	0.8
CCc1ccc(C(=O)N2CCC(c3nc4ccccc4s3)CC2)cc1	-1%	-3%	-1.3	-24%[57.1 µM]	-11%[57.1 µM]	-9%	-29	12	-1.0
COc1ccccc1CCNC(=O)Cc1c(C)c2ccc(O)cc2oc1=O	0%	-22%	-0.9	?	810%[activator]	-21%	nt	1	-1.2
O=C(CC1(O)C(=O)Nc2ccccc21)c1ccc(-n2cccc2)cc1 (configuration not stated)	2%	-7%	-0.8	-8%	1%	4%	-27	0	-0.2
COc1cc(/C=C(/NC(C)=O)C(=O)O)cc(Cl)c1OCc1ccc(Br)cc1	-7%	-9%	-0.1	9%	0%	-13%	9	-14	0.1
c1ccc2[nH]c(CSc3nnc(-c4ccncc4)o3)nc2c1	12%	3%	-1.3	-15%	-8%	-5%	22	-8	0.3
O=C(NC(=S)Nc1ccccn1)c1cc(-c2ccccc2)nc2ccccc12	-1%	-4%	0.9	-18%	-11%	9%	-8	8	-2.3
O=S(=O)(Nc1ccccc1Cl)c1cccc2nsnc12	9%	2%	-0.6	14%	-5%	0%	8	-1	0.0
c1nc(N2CCCCC2)c2[nH]cnc2n1	-6%	?	0.1	11%	3%	2%	nt	0	nt
CC(NC(=O)C1CCCN(S(=O)(=O)c2cccc3nonc23)C1)c1ccccc1 (configuration not stated)	5%	-15%	-0.4	7%	10%[57.1 µM]	?	-6	4	0.3
Cc1cc(OCc2nnc(SCC(=O)OC3CCCCC3)o2)ccc1Cl	0%	-17%	0.2	3%	-7%	-5%	6	0	0.0
O=C(CCCCn1c(=O)c2ccccc2n(Cc2cccc(F)c2)c1=O)NCc1ccc2c(c1)OCO2	1%	-27%	1.0	22%	2%	-1%	nt	-7	2.0
CC1CN(c2oc(-c3cccs3)nc2C#N)CC(C)O1 (configuration not stated)	1%	-8%	0.0	34%[57.1 µM]	344%[activator][57.1 µM]	-4%	-18	-3	4.5
COC(=O)C1CCN(C(=O)C2CCC(=O)N(CCCc3ccccc3)C2)CC1 (configuration not stated)	11%	?	0.2	21%	3%	-6%	6	18	-0.2
CCOC(=O)C1CCN(S(=O)(=O)c2ccc3c(c2)CC(=O)N3C)CC1	9%	-13%	-1.5	-53%	2%[57.1 µM]	-6%	0	9	-0.2
COc1ccc(C(=O)OCc2cc(=O)n3ccsc3n2)cc1F	2%	-23%	nt	21%[57.1 µM]	12%[57.1 µM]	-3%	nt	nt	nt
CC(C)C(=O)NCC1(N(C)C)CCCCC1	-12%	8%	0.9	6%	-1%	0%	nt	0	1.8
COc1ccc(C)cc1NC(=O)C1CCN(S(=O)(=O)c2cccs2)CC1	-2%	-20%	-0.6	10%[57.1 µM]	3%[57.1 µM]	4%	nt	-2	nt
CC(C(=O)N1CCCCC1)N(C)CC(=O)Nc1cccc(F)c1 (configuration not stated)	-2%	-4%	0.2	22%	6%	-15%	nt	6	nt
CCOC(=O)c1oc2ccc(S(=O)(=O)N3CCOCC3)cc2c1C	2%	-7%	0.1	16%	1%	-3%	-5	12	-1.7
COCCn1c(SCC(=O)N2CCCC2)nnc1C(C)C	6%	-17%	0.4	-1%	0%	0%	1	5	-0.1
Cc1ccnc(NS(=O)(=O)c2ccc(NC(=O)c3cc(-c4ccccc4)nc4ccccc34)cc2)n1	-3%	-12%	-0.5	-9%	-4%	24%	17	8	0.2
CC(C)(NO)/C(=N/O)c1ccc(Br)cc1	-5%	-11%	-0.8	10%[57.1 µM]	2%[57.1 µM]	-10%	12	3	0.4
Cc1ccc(NC(=O)C(C)SCC(=O)Nc2ccc(F)cc2)cc1S(=O)(=O)N1CCOCC1 (configuration not stated)	-1%	-20%	0.0	12%[57.1 µM]	13%[57.1 µM]	?	8	1	-0.3
Cc1ccc(CNC(=O)CSc2ccc(-c3ccccn3)nn2)cc1	5%	-16%	-0.8	22%	5%	-9%	-3	0	0.3
CCOC(=O)CCN1C(=O)c2ccccc2Sc2ncccc21	7%	-1%	0.0	9%[57.1 µM]	-9%	-1%	-12	-2	0.0
Cc1ccnc(N2CCC(C(=O)NCc3ccc4c(c3)OCO4)CC2)n1	7%	-9%	-0.3	12%	10%	?	4	-1	-0.6

In the list so far, 3 contain a thiophene ring, fused or not:
SMILES	mIDH1 inhibitor	USP1 inh	TRHR agonist	rTrxR1 inhibitor	TrxR1 substrate	Pin1 inh	D2 antagonist	TRHR PAM	D2 ag
CC(C)C1C(C#N)=C(N)Oc2n[nH]c(-c3cccs3)c21 (configuration not stated)	-2%	-10%	0.5	6%	0%	-14%	-10	-5	-0.9
CC1CN(c2oc(-c3cccs3)nc2C#N)CC(C)O1 (configuration not stated)	1%	-8%	0.0	34%[57.1 µM]	344%[activator][57.1 µM]	-4%	-18	-3	4.5
COc1ccc(C)cc1NC(=O)C1CCN(S(=O)(=O)c2cccs2)CC1	-2%	-20%	-0.6	10%[57.1 µM]	3%[57.1 µM]	4%	nt	-2	nt

Continuation.
SMILES	mIDH1 inhibitor	USP1 inh	TRHR agonist	rTrxR1 inhibitor	TrxR1 substrate	Pin1 inh	D2 antagonist	TRHR PAM	D2 ag
O=C(O)c1ccc(Cn2nnc3sc4c(c3c2=O)CCCC4)cc1	-7%	-1%	0.7	-11%[57.1 µM]	-7%[57.1 µM]	-1%	-2	0	1.2
CN1CCN(c2ccccc2NC(=O)c2cc3c(s2)-c2ccccc2OC3)CC1	3%	-5%	0.9	-3%	-9%	-2%	nt	2	nt
C[C@H](NC(=O)COc1ccccc1)C(=O)OCC(=O)c1cc2ccccc2o1	-5%	-6%	nt	-11%	2%	17%	nt	nt	nt
COc1cc(/C=C(\NC(=O)c2ccccc2)C(=O)NCC(=O)O)c([N+](=O)[O-])cc1OC	1%	-8%	3.4	-17%	-10%	5%	nt	-2	nt
CC1(C)C2CC=C(/C=N/NC(=O)c3ccc(O)cc3)C1C2 (configuration not stated)	-1%	-16%	0.2	8%	-2%	-2%	-8	-7	-0.9
CCCN1C(=O)c2cc(C(=O)Nc3ccc(OC)c(OC)c3)ccc2C1Nc1ccc(OC)c(OC)c1 (configuration not stated)	12%	-19%	-1.9	13%	-2%	-6%	2	0	-1.2
CCc1ccc(/C=C2\SC(=S)N(CCC(=O)NCCCN3CCOCC3)C2=O)cc1	-13%	-17%	1.3	-9%	-7%	18%	-5	3	-0.1
CC(=O)N1CCc2c(sc(NC(=O)c3ccc([N+](=O)[O-])o3)c2C#N)C1	-4%	-17%	-0.1	?	-21%	?	nt	2	nt
COCc1cc(S(=O)c2ccc(Cl)cc2)nc(C)n1 (configuration not stated)	4%	?	0.4	14µM*	0%	-1%	-3	-2	0.4

High-throughput results (PubChem)
